# All columns: NCI-60 one-dose screen, growth in % after 48 h at 10 µM unless noted; 100 = growth as untreated, 0 = no growth, -100 = all killed.
# NCI-H23 – NCI-H23 lung cancer. 80,000 compounds, 4% hits. AID 1794731
# NCI-H522 – NCI-H522 lung cancer | 78,000 compounds, 8% hits | AID 1794739
# NCI/ADR-RES – NCI/ADR-RES ovarian cells; 81,000 compounds, 4.4% hits; AID 1794790
# NCI-H322M – NCI-H322M lung cancer | 80,000 compounds, 2.7% hits
# IGROV1 – IGROV1 ovarian cancer; 79,000 compounds, 4.7% hits; AID 1794786
# NCI-H460 – NCI-H460 lung cancer; AID 1794736; 82,000 compounds, 6.8% hits
# NCI-H226 – NCI-H226 lung cancer; 79,000 compounds, 3.5% hits
# OVCAR-4 – OVCAR-4 ovarian cancer cells; 80,000 compounds, 3.7% hits
# SK-OV-3 – SK-OV-3 ovarian cancer cells; 80,000 compounds, 3.2% hits; AID 1794785
# An asterisk follows results filed as active; / = not tested or not shown; & = joins results of further samples. How the source made its calls: active means growth percent below 10; inactive means the rest.
SMILES,NCI-H23,NCI-H522,NCI/ADR-RES,NCI-H322M,IGROV1,NCI-H460,NCI-H226,OVCAR-4,SK-OV-3
CN1CCCCC1CCN1c2ccccc2Sc2ccc(S(C)=O)cc21 (stereo unspecified),122,94,121,81,94,107,99,112,104
O=C1Nc2cc(-c3ccc(NS(=O)(=O)c4ccc(C(F)(F)F)cc4)cc3)ccc2/C1=C/c1ccc[nH]1,11,-18*,41,44,61,5.6*,50,31,58
COC(=O)C12[C@H]3C(=O)N(c4ccc(C)cc4)C(=O)[C@H]3[C@@H](c3ccc(C)s3)N1[C@H](c1ccc(C)s1)[C@@H]1C(=O)N(c3ccc(C)cc3)C(=O)[C@@H]12,103,105,103,105,109,107,97,103,82
COc1ncc(-c2ccc3ncnc(Nc4cccc(Cl)c4)c3c2)cc1N(S(C)(=O)=O)S(C)(=O)=O,72,52,73,17,-29*,62,64,77,52
Oc1ccccc1NC(=S)Nc1ccccc1O,96,92,98,109,112,109,103,97,88
Nc1cc(Nc2ccc(I)cc2)nc(N)n1,91,89,102,112,116,106,92,117,106
CC1(CC(=O)Nc2ccccc2)Nc2cc(Cl)ccc2-c2ccnn21 (stereo unspecified),/,79,103,/,93,106,90,93,87
Cc1ccc(/C=C2\Oc3ccc(O)c(O)c3C2=O)cc1,37,14,45,58,38,43,62,44,64
CCCCc1ccc(C(CC(=O)c2ccc(Br)cc2)c2ccc(Br)cc2)cc1 (stereo unspecified),87,76,102,105,101,103,88,96,97
COC(=O)c1nnn(CC(N)=O)c1CCNC(=O)c1ccccc1C(=O)O,96,75,97,97,98,102,107,101,106
Cc1cc(C(F)(F)F)ccc1-c1cc(-c2ccc(F)cc2)n[nH]1,/,/,92,92,81,86,77,63,95
O=C(O)c1cc2cc(O)ccc2[nH]1,101,91,102,93,96,106,105,105,100
C#CCn1c(-c2cccc(OCCCCl)c2)nc2c1c(=O)n(C)c(=O)n2C,79,52,66,92,74,94,63,57,94
O=C1N[C@@H]2NC(=[N+]3CCOCC3)N[C@@H]2N1,103,93,102,96,104,104,95,107,104
COc1ccc2nc(-c3ccc(Cl)cc3)cc(C(=O)N3N=C(c4ccc(N)cc4)CC3c3ccc(Cl)cc3)c2c1 (stereo unspecified),84,48,52,90,74,84,81,94,91

# A stretch of the results above:
SMILES,NCI-H23,NCI-H522,NCI/ADR-RES,NCI-H322M,IGROV1,NCI-H460,NCI-H226,OVCAR-4,SK-OV-3
CN1CCCCC1CCN1c2ccccc2Sc2ccc(S(C)=O)cc21 (stereo unspecified),122,94,121,81,94,107,99,112,104
O=C1Nc2cc(-c3ccc(NS(=O)(=O)c4ccc(C(F)(F)F)cc4)cc3)ccc2/C1=C/c1ccc[nH]1,11,-18*,41,44,61,5.6*,50,31,58
COC(=O)C12[C@H]3C(=O)N(c4ccc(C)cc4)C(=O)[C@H]3[C@@H](c3ccc(C)s3)N1[C@H](c1ccc(C)s1)[C@@H]1C(=O)N(c3ccc(C)cc3)C(=O)[C@@H]12,103,105,103,105,109,107,97,103,82
COc1ncc(-c2ccc3ncnc(Nc4cccc(Cl)c4)c3c2)cc1N(S(C)(=O)=O)S(C)(=O)=O,72,52,73,17,-29*,62,64,77,52
Oc1ccccc1NC(=S)Nc1ccccc1O,96,92,98,109,112,109,103,97,88

# The results go on:
SMILES,NCI-H23,NCI-H522,NCI/ADR-RES,NCI-H322M,IGROV1,NCI-H460,NCI-H226,OVCAR-4,SK-OV-3
NC1NNC(=S)S1 (stereo unspecified),99,90,94,104,103,103,102,94,106
COc1cc(-c2nc(-c3ccccc3)[nH]c2-c2ccnc(NCCCNS(=O)(=O)c3ccc(C(F)(F)F)cc3)n2)ccc1Cl,57&31,27&61,32&14,76&82,52&60,27&14,52&36,39&42,55&99
Cc1ccc(S(=O)(=O)NNC(=O)Cn2c(=O)sc3ccccc32)cc1,107,91,105,116,103,112,112,109,106
O=Cc1cc2ccccc2nc1Oc1ccc(C(F)(F)F)cc1,85,85,93,95,68,99,77,99,82
CC1(C)CC2C3=CCC4[C@@]5(C)CCC(=O)C(C)(C)C5CC[C@@]4(C)[C@]3(C)CC[C@@]2(C(=O)O)[C@H](O)C1 (stereo partly specified),98,85,95,101,106,98,90,87,/
O=C(CCCCNC(=O)c1cc(=O)c(O)co1)Nc1ccccc1,86,-5.9*,87,102,99,100,102,79,119
COc1ccc(C(=O)/C=C/c2cn(-c3ccccc3)nc2-c2ccc(OCc3ccccc3)cc2)cc1,105,82,102,106,109,92,88,98,101
Cc1ccc(S(=O)(=O)N/N=C/c2cn(-c3ccccc3)nc2-c2ccc(S(C)(=O)=O)cc2)cc1,86,90,96,99,95,94,104,105,101
N#Cc1c(-c2ccc(Cl)cc2)n2c(nc1=O)NNCC2=O,111,92,108,123,110,115,99,99,126
Cc1ccc(CNc2c3ccccc3nc3cc(NC(=O)CCN4CCCC4)ccc23)cc1,-48*,-41*,63,1.8*,5.6*,-65*,35,-38*,43
CCOC(=O)C1C(=O)C=C(c2ccccc2)CC1c1ccccc1 (stereo unspecified),87,79,88,/,98,108,/,105,107
Cc1ccc(C(=O)CCC(=O)O)cc1,106,105,101,110,126,109,101,116,104
O=C(O)c1ccccc1N=Cc1ccccc1,98,101,100,120,101,106,132,107,104
O=C(CSc1nc2c(c(=O)[nH]1)CCCC2)NNC(=O)c1ccc(Cl)cc1,95,95,101,98,106,108,101,96,98
c1ccc2cc(-c3n(Cc4ccc5ccccc5n4)c4ccccc4[n+]3Cc3ccc4ccccc4n3)ccc2c1,-16*,/,59,7.7*,-51*,-57*,/,4.3*,/
O=C(NO)c1ccc(O)cc1,103,84,94,93,129,103,101,111,94
COc1ccc(CN2CCc3c(nc(N)nc3Sc3ccccc3)C2)c(OC)c1,99,75,101,/,/,93,109,91,114
CCc1c(Nc2ccc(Cl)c(Cl)c2)[nH]c(N)nc1=S,113,77,90,89,110,88,93,73,115
O=C(Nc1ccncc1)C(=O)c1cn(S(=O)(=O)c2ccc(Br)cc2)c2ccccc12,47,18,9.5*,97,45,68,78,73,94
CC(C)C(NC(=O)CNC(=O)CN)C(=O)O (stereo unspecified),100,107,103,114,103,115,104,81,104
Nc1ccn([C@H]2CC[C@@H](CO)O2)c(=O)n1,102,/,100,/,115,113,108,108,117
O=C(Cc1ccccc1)NCCO,102,78,100,96,91,107,99,107,100
CC(=O)[C@H]1CC[C@H]2[C@@H]3CCC4=CC(=O)C=C[C@]4(C)[C@H]3C(=O)C[C@]12C,89,90,104,106,119,103,103,89,107
CCC1C=Cc2ccccc21 (stereo unspecified),98,84,97,103,101,104,101,111,107
O=C1N/C(=N\c2ncn[nH]2)S/C1=C\c1cccs1,85,75,67,85,90,82,94,91,113
COC(=O)CCN(c1ccccc1)c1ccc(C)cc1,105,112,103,129,116,108,118,107,94
COc1ccc(Cc2nnc3sc(SCC(=O)Nc4ccc(Cl)cc4)nn23)cc1,91,92,97,102,104,113,101,95,98
O=C(COc1ccc(-c2nc3ccccc3[nH]2)cc1)N=Nc1c(O)[nH]c2ccccc12,106,94,108,96,100,98,116,16,105
S=C(Nc1ccccc1)Nc1cccc2ccccc12,98,107,104,84,86,101,72,100,101
O=C(O)c1ccc(-c2ccc(/C=N/NC(=O)c3[nH]c4ccc(Br)cc4c3-c3ccccc3)s2)cc1O,91,60,102,92,84,109,80,80,113
c1ccc2c(c1)ncn2-c1nc2ccccc2n2c1nc1ccccc12,67,82,87,63,51,52,78,68,69
O=C(NNc1nc(N2CCCC2)nc(N2CCCC2)n1)c1ccccc1,99,94,102,95,103,117,107,106,121
CCCCC(=O)O[C@]1(C(=O)CO)CCC2C3CCC4=CC(=O)CC[C@]4(C)C3[C@@H](O)C[C@@]21C (stereo partly specified),99,119,84,101,90,92,84,94,70
CCOC(=O)c1c(C)[nH]c(C(C)=O)c1C,96,61,103,94,104,109,99,113,101
O=C1Nc2ccccc2/C1=C/c1cn(CC(O)Cn2cc(/C=C3\C(=O)Nc4ccccc43)c3ccccc32)c2ccccc12 (stereo unspecified),-67*,-17*,32,-39*,-67*,-65*,-75*,-52*,-38*
Cc1oc(-c2ccccc2Cl)cc1C(=O)Nc1ccc(S(N)(=O)=O)cc1,96,97,102,102,113,107,96,97,98
Cn1cc(/C=C(\SS/C(=C/c2cn(C)c3cccc(C(=O)O)c23)C(=O)O)C(=O)O)c2c(C(=O)O)cccc21,96,90,101,102,102,101,/,109,106
CN(C)c1ccc2nc3ccc(=[N+](C)C)cc-3oc2c1,9.8*,-37*,66,9.1*,5.3*,35,33,-76*,61
O=C1c2ccccc2C(=O)c2cc(S(=O)(=O)Cl)ccc21,103,153,116,130,130,116,112,115,109
Cn1cc(-c2nc(N)nnc2-c2cncc(Br)c2)c2cc(Br)ccc21,102,74,64,92,101,94,69,85,123
Oc1cccc2ccc(N/N=C/c3cc(CN4CCOCC4)c(O)c4ncccc34)nc12,-2.1*,-14*,2.8*,28,19,-7.5*,26,14,-15*
Cc1ccc(-[n+]2noc([O-])c2C2=NN(c3ccccc3)C(c3ccccc3)C2)cc1 (stereo unspecified),96,102,108,112,105,104,93,98,90
CN(C)CN1C(=O)c2ccccc2C1=O,89,86,82,90,98,105,103,99,106
COc1ccc(-c2nnc(Nc3ccc(C)cc3)o2)cc1,100,73,104,100,94,106,96,103,100
C[C@]12CC[C@H]3[C@@H](CC[C@H]4C[C@@H](O)CC[C@@]43C)[C@@H]1CC(=O)C2,100,/,106,106,103,103,100,104,118
CCCNC(=O)Oc1ccc(/C(=C(\C)c2ccccc2)c2ccc(OCCCN(C)C)cc2)cc1,76,80,78,81,89,75,102,80,72
O=C(Nc1ccc(NC(=O)c2cc(S(=O)(=O)NCCc3ccccc3)c(O)c(O)c2O)cc1)c1cc(S(=O)(=O)NCCc2ccccc2)c(O)c(O)c1O,86,88,96,60,105,102,87,96,74
CNS(=O)(=O)c1ccc(Nc2ccc(C(F)(F)F)cc2)c(-c2cn(C)cn2)c1,73,36,35,59,36,34,49,70,87
CCCC(C)NCCOC(=O)c1ccccc1 (stereo unspecified),101&100,104&87,104&109,102&108,101,103&106,103&96,107&112,109&93
CN1CCN(CCCCOc2ccc3c(c2)CCCC(=O)N3)CC1,102,97,115,104,105,118,104,104,108
CCOC(=O)C1=C(N)N(c2ccc(C)cc2)C2=C(C(=O)CC(C)(C)C2)C1c1ccc(OC)cc1 (stereo unspecified),/,92,107,106,117,111,108,113,111
CC1(C)CC(=O)C2=C(C1)N(c1ccc(F)cc1F)C(N)=C(C#N)C2c1ccc(Cl)c([N+](=O)[O-])c1 (stereo unspecified),99,90,93,106,102,102,99,102,125
CC1(C)CC[C@]23CC[C@]4(C)[C@H](CC[C@@H]5[C@@]6(C)CC[C@H](NCO)C(C)(C)[C@@H]6CC[C@]54C)[C@H]2[C@H]1OC3,56,101,83,84,65,-41*,97,77,105
O=C1NC(=O)c2ccc(-c3ccc4c(c3)ncn4C3CCCCC3)c3cccc1c23,88,49,83,91,86,60,80,92,96
COc1cc(NCC(=O)Nc2cc(Nc3ccccc3Cl)ncn2)c(Cl)c(OC)c1Cl,84,79,97,96,98,102,94,87,92
CC(C)CC(=O)C1CCCC1,117,/,114,118,106,104,101,102,119
O=C(c1cccc(Br)c1)N1CCN(c2ccnc3cc(Cl)ccc23)CC1,80,45,88,92,91,100,87,55,98
CC(=O)OCCC(C)CCC=C(C)C (stereo unspecified),105,93,107,114,112,104,105,107,111
O=C(N/N=C1/C=C(NNC(=O)c2ccncc2)CCC1)c1ccncc1,100,/,100,121,115,102,106,105,113
CCOC(=O)c1cc(CCCOc2ccc(-c3noc(C(F)(F)F)n3)cn2)on1,103,56,91,90,86,101,/,86,/

# One compound at a time, from the list above:
# `CC1(C)CC(=O)C2=C(C1)N(c1ccc(F)cc1F)C(N)=C(C#N)C2c1ccc(Cl)c([N+](=O)[O-])c1` (stereo unspecified) in the list: NCI-H23: 99; NCI-H522: 90; NCI/ADR-RES: 93; NCI-H322M: 106; IGROV1: 102; NCI-H460: 102; NCI-H226: 99; OVCAR-4: 102; SK-OV-3: 125
# `Cc1ccc(-[n+]2noc([O-])c2C2=NN(c3ccccc3)C(c3ccccc3)C2)cc1` (stereo unspecified) in the list: NCI-H23: 96; NCI-H522: 102; NCI/ADR-RES: 108; NCI-H322M: 112; IGROV1: 105; NCI-H460: 104; NCI-H226: 93; OVCAR-4: 98; SK-OV-3: 90

# The list continues.
SMILES,NCI-H23,NCI-H522,NCI/ADR-RES,NCI-H322M,IGROV1,NCI-H460,NCI-H226,OVCAR-4,SK-OV-3
O=C1CCC(N2Cc3cc(NC(=O)COc4ccccc4)ccc3C2=O)C(=O)N1 (stereo unspecified),101,91,38,80,46,113,48,72,99
O=C(C1=CNC(=S)NC1c1ccc(Cl)cc1)c1cc2ccccc2oc1=O (stereo unspecified),96,90,105,92,85,103,94,92,80
CC(=O)c1ccc(NC(=O)CSc2nc3ccccc3c(=O)n2CCc2ccc(S(N)(=O)=O)cc2)cc1,98,82,100,94,99,107,97,97,108
CC1CN(c2oc(-c3ccccc3)nc2C#N)CC(C)O1 (stereo unspecified),112,99,107,99,98,100,92,99,/
CCCNc1nc(SC)nc(-c2cccc(N)c2)c1C#N,93,93,101,96,92,101,94,92,94
Fc1ccc2[nH]cc(-c3nc(-c4ccsc4)cs3)c2c1,84,79,81,/,86,121,79,101,80
Cc1cc(C)c(N2C(=O)CC(Nc3cccc(Cl)c3Cl)C2=O)c(C)c1 (stereo unspecified),103,91,103,97,99,104,102,99,115
O=C(Cn1cc(CSc2nc3ccccc3o2)nn1)Nc1ccc([N+](=O)[O-])cc1,98,79,97,102,92,99,99,97,77
O=C(C1CC2CCC13CC=CCC23)C1CC2CCC13CC=CCC23 (stereo unspecified),84,88,90,99,107,103,93,101,90
